3T3 cytotox – NIH 3T3 cell cytotoxicity; NIH 3T3 viability, CellTiter-Glo ATP luminescence, 48-72 h; Potency, µM (highest dose often 96.7 µM), for inactives: at the highest dose activity change, negative = cytotoxicity, actives largely listed as inhibitors; 94,000 compounds, 4.3% hits; AID 1345082; note: potency is the fitted concentration of half-maximal effect; nearly all actives have a fitted effect of over 55% in size
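NIH 3T3 cells at 400 cells/well received 23 nL of compound by pintool and were incubated 48 or 72 h at 37 °C. Viability was read as ATP-coupled CellTiter-Glo luminescence.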
FLuc inh – Photinus pyralis luciferase inhibition | P08659 | purified P. pyralis luciferase, luminescence, biochemical | Potency, µM (top dose mostly 115 µM), for inactives: at the top dose activity change, negative = inhibition, actives largely listed as inhibitors | 76,000 compounds, 2.5% hits | AID 1347043; note: potency is the fitted concentration of half-maximal effect; nearly all actives have a fitted effect of over 65% in size
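FLuc 10nM, D-luciferin 10uM, ATP 10uM, Mg acetate 10mM, Tris acetate pH 7.5, Tween/BSA; cpd qHTS; enzyme added last; CCD luminescence.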
HEK293 viab – cell viability loss counter-screen. HEK-293-SNCA-luc viability, GF-AFC fluorescence, 24 h. Potency, µM (titrated, usually from 57.1 µM), without a hit: top-dose activity change, negative = cytotoxicity, usual class: cytotoxic. AID 1671193. 150,000 compounds, 0.12% hits;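 note: potency is the fitted concentration of half-maximal effect; 0% = DMSO-treated cells and -100% = medium-only wells without cells; nearly all actives have a fitted effect of over 30% in size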
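HEK-293-SNCA-luc cells (1500/well) plated 24 h, then exposed 24 h to a dilution series; GF-AFC added 30 min at 37C, fluorescence 405/540 nm; normalised to medium-only and DMSO wells, Hill fit.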
IP6K1 inh – blocks human inositol hexakisphosphate kinase 1; Q92551; IP6K1 kinase, ADP-Glo luminescence, 2 h; active compounds read low; activity change, % (series mostly up to about 58 µM); 140,000 compounds, 0.81% hits; AID 1645851; in the data active = activity change below about -25%
Target sequence (Q92551 whole entry, looked up): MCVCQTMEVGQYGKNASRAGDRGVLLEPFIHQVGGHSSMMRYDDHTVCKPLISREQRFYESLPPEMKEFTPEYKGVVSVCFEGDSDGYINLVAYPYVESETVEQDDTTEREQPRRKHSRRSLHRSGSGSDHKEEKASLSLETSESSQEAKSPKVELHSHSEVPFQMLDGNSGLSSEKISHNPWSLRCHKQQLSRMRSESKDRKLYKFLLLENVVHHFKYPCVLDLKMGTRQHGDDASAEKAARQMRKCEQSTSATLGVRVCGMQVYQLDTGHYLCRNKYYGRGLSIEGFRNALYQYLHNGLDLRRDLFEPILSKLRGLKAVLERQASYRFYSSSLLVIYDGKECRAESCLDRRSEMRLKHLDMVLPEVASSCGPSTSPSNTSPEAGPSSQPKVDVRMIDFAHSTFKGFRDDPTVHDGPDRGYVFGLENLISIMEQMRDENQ
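ADP-Glo luminescence measures ADP made by human IP6K1 during a 2 h RT reaction with ATP/IP6 (mix at 1.3 mM/130 uM); top library doses 57.5 and 19.1 uM final.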
HEK293 tox – cytotoxic compounds in HEK 293 cells; Potency, µM (series often up to 115 µM), for inactives: at the top dose activity change, negative = cytotoxicity, actives largely listed as inhibitors; 94,000 compounds, 6.6% hits; HEK 293 viability, ATP luminescence (CellTiter-Glo), 48-72 h; note: potency is the fitted concentration of half-maximal effect; nearly all actives have a fitted effect of over 60% in size
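Cells seeded first (HEK 293, 250 cells/well), then compound added by pintool. Incubation ran 48 or 72 hr at 37 degree Celsius. CellTiter-Glo was added and luminescence imaged after 10 min at room temperature.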
SNCA expr inh – SNCA gene expression inhibition. AID 1671194. Potency, µM (titrated, usually from 57.2 µM), without a hit: at the top dose activity change, negative = inhibition, hits mostly inhibitors. HEK-293 SNCA-luciferase knock-in, luminescence, 24 h. 140,000 compounds, 0.17% hits;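 note: potency is the fitted concentration of half-maximal effect; plate controls were DMSO cells for no effect and cell-free wells for full effect; nearly all actives have a fitted effect of over 45% in size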
GPT2 inhibitor – inhibitors of human GPT2 alanine aminotransferase | Potency, µM (highest dose often 57.7 µM), for the others: at the highest dose activity change, negative = inhibition, actives largely listed as inhibitors | Q8TD30 | 100,000 compounds, 0.25% hits | AID 1671188 | Recombinant GPT2, coupled pyruvate oxidase/HRP Amplex Red fluorescence; note: potency is the fitted concentration of half-maximal effect; nearly all actives have a fitted effect of over 60% in size; many of its hits are not listed in these tables
Target sequence (Q8TD30 whole entry, looked up): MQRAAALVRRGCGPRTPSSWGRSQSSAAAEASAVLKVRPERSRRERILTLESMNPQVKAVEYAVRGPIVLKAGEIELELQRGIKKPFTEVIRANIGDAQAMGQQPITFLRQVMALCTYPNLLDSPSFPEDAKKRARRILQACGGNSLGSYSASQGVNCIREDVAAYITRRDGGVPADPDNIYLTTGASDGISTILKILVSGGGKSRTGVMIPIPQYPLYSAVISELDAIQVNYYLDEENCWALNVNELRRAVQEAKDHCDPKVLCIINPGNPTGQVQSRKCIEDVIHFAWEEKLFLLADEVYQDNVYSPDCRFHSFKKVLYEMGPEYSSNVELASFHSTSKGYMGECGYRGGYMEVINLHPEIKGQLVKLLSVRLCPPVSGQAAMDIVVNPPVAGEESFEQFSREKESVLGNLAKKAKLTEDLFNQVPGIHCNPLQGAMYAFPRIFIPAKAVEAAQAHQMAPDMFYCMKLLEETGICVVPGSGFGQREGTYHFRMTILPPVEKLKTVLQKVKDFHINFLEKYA
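Inhibition is scored from Amplex Red fluorescence generated when pyruvate oxidase and HRP act on pyruvate released by GPT2. Reactions contain 10ng/uL enzyme, 250uM a-KG and 2mM L-alanine and run 30 min at room temperature.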
* marks the source's active call; other numbers are inactive results; i = inactive; ? = inconclusive; / = no result given; [ ] = remark or other dose. Unless noted, calls come from the whole dose curve; as a rule, active = well fitted curve in the direction sought with a large enough effect; inconclusive = small, poorly fitted or top-dose-only effect, or another doubt; inactive = no such curve, though single readings can be large; an effect the other way counts as inactive or inconclusive. Unless noted, % is set by controls: 0 for no effect and ±100 for the full control effect.

Structure	HEK293 viab	FLuc inh	IP6K1 inh	3T3 cytotox	HEK293 tox	GPT2 inhibitor	SNCA expr inh
CCOC(=O)c1cccc(NS(=O)(=O)c2c(C)nc3sc(C)cn3c2=O)c1	7%	/	5	/	/	/	-20%
CN(Cc1ccccc1)C(=O)[C@H]1O[C@H](CCN2CCOCC2)CC[C@@H]1O	-1%[87.6 µM]	-3%[172 µM]	-7	0%[174 µM]	-19%[172 µM]	2%[88.5 µM]	-4%[87.6 µM]
CCc1cccc2c(C(CC(=O)NCc3ccco3)c3ccc(C)cc3)c[nH]c12 (configuration not stated)	8%	-11%	-14	?	35µM*	0%	12%
CCOc1ccc(NC(=O)c2cc(=O)c3ccc(C)c(C)c3o2)cc1	-9%	/	-17	/	/	/	31%
CC(Oc1ccccc1)C(=O)Nc1ccc(C(=O)OCc2cc(=O)n3ccsc3n2)cc1 (configuration not stated)	-11%	/	4	/	/	/	-7%
COC(=O)c1cc(OC)cc(OC)c1C(=O)c1c(OC)cc2c(c1O)C1CCC(O)C(C)(O2)O1 (configuration not stated)	-3%[23.9 µM]	/	-9	/	/	i	/
O=C1C[C@@H]2CCN(C(=O)c3ccccc3)C[C@@H]2CCN1CCc1cnc[nH]1	3%[87.6 µM]	4%[172 µM]	11	1%[174 µM]	-1%[172 µM]	-13%[88.5 µM]	-3%[87.6 µM]
COc1ccc(CN2CCc3nc(C(=O)NCc4ccncc4)oc3CC2)cc1OC	2%[87.6 µM]	-5%[172 µM]	15	?	?	-8%[88.5 µM]	-7%[87.6 µM]
CN1C(=O)C(CC(=O)NCCCN2CCc3ccccc3C2)=C2CCCCC21 (configuration not stated)	6%	0%	-1	-19%	-15%	?	2%
Cc1onc(-c2cnn(C)c2NCCc2ccccc2)c1C(=O)N1CCCC1	-1%[87.6 µM]	-6%[172 µM]	19	?	-9%[172 µM]	?	20%[87.6 µM]
CCCN1CCCC12Cc1ccccc1CN(C(=O)c1c(C)noc1C)C2 (configuration not stated)	-23%	/	-14	-17%	-26%	i	-8%
CN1[C@@H](CCC(=O)NCc2ccc(F)cc2)CNC(=O)[C@@H]2[C@H]1CCN2Cc1nc2ccccc2n1C	-1%	2%	-11	?	-20%	4%	5%
COCCNC(=O)Cn1nc(C)c2sc(-c3ccccc3)nc2c1=O	-4%	-6%	14	i	2%	i	-4%
CCNC(=O)N(C1CC1)C1CCOC2(CCN(C(=O)c3nn(C)c4ccccc34)CC2)C1 (configuration not stated)	10%	13%	-4	-8%	-12%	-12%	13%
COCCCNC(=O)C1(C)CN(C)Cc2ccc(NCc3ccccc3)nc21 (configuration not stated)	-5%[87.6 µM]	-12%[172 µM]	11	?	?	i	-4%[87.6 µM]
CC1CCc2c(sc3nc(-c4cc5cc(Br)ccc5oc4=O)[nH]c(=O)c23)C1 (configuration not stated)	-1%	/	9	/	/	/	-6%
Cc1ccc(N(Cc2cccs2)C(=O)COc2cccc(C)c2)cc1	-1%	/	-3	/	/	/	-8%
CC1(C)[C@H](Cc2cc(CN3CCCCC3)on2)C[C@@H]1NS(C)(=O)=O	-6%[87.6 µM]	2%[172 µM]	-11	-9%[174 µM]	?	1%[88.5 µM]	-8%[87.6 µM]
Cc1ccc(NC(=O)c2ccco2)c(OCc2cc(=O)n3cc(C)sc3n2)c1	1%	/	10	/	/	/	3%
CC(=O)N1CCc2nc3sc(C(=O)c4ccc(F)cc4)c(N)c3c(C(F)(F)F)c2C1	0%	/	12	/	/	/	47%[activator]
O=C1C(N2CCN(S(=O)(=O)c3ccc(Cl)s3)CC2)CCN1Cc1ccccn1 (configuration not stated)	6%	9%	12	-19%	-29%	i	11%
Cc1ccc(-c2nnc3c4ccccc4c(C)nn23)cc1NC(=O)c1ccccc1Cl	6%	/	8	/	/	/	4%
O=[S+]1([O-])NCC2(CCCN(Cc3ccc(Cl)cc3)C2)Oc2ncccc21 (configuration not stated)	-3%	/	18	?	89µM*	i	-13%
Cc1ccc(N2CC(NC(=O)c3ccccc3Br)CC2=O)cc1 (configuration not stated)	3%	/	-3	/	/	/	-7%
O=C1CN(C(=O)COc2ccc(Cl)cc2Cl)C(c2ccc(F)cc2)c2cc(F)ccc2N1 (configuration not stated)	?	/	-15	/	/	/	?

2 records picked at random from those above, as already listed:
Structure	HEK293 viab	FLuc inh	IP6K1 inh	3T3 cytotox	HEK293 tox	GPT2 inhibitor	SNCA expr inh
CN(Cc1ccccc1)C(=O)[C@H]1O[C@H](CCN2CCOCC2)CC[C@@H]1O	-1%[87.6 µM]	-3%[172 µM]	-7	0%[174 µM]	-19%[172 µM]	2%[88.5 µM]	-4%[87.6 µM]
CC(=O)N1CCc2nc3sc(C(=O)c4ccc(F)cc4)c(N)c3c(C(F)(F)F)c2C1	0%	/	12	/	/	/	47%[activator]

(list continues)
Structure	HEK293 viab	FLuc inh	IP6K1 inh	3T3 cytotox	HEK293 tox	GPT2 inhibitor	SNCA expr inh
CCOC(=O)c1oc2ccc(S(=O)(=O)n3nc(-c4cc(OC)c(OC)c(OC)c4)cc3N)cc2c1C	4%	/	-16	/	/	/	13%
Cc1ccc(CNC(=O)c2c(-c3ccc(F)cc3F)noc2C)o1	7%	/	16	/	/	/	-16%
COc1ccc(CNC(=O)Cn2ncn3nc(-c4cccs4)cc3c2=O)cc1	1%	/	-4	/	/	/	0%
CCN1CCN(C(=O)c2cc(C(C)(C)C)nc3c2cnn3C)CC1	2%[12.5 µM]	/	17	?	-26%[172 µM]	-6%[88.5 µM]	-9%[87.6 µM]
Cc1cccc(C(=O)NCC2Cn3cccc3C(=O)N2C)c1 (configuration not stated)	-8%	5%	4	2%	1%	i	-23%
O=C(C1COc2cc(S(=O)(=O)Nc3ccc(Cl)cc3)ccc2O1)N1CCCC1 (configuration not stated)	3%	/	-3	/	/	/	-9%
O=C(NC1CCCC1)N1CCCC(Cn2c(C3CC3)nc3cccnc32)C1 (configuration not stated)	-7%	4%	-3	-2%	7%	i	0%
CCOc1ccccc1C(=O)N1CC(c2nnc(-c3ccncc3)o2)C2(CCOCC2)C1 (configuration not stated)	-1%	-1%	12	-8%	-11%	2%	10%
Cc1cc(Cl)ccc1NC(=O)CN(c1ccccc1Br)S(C)(=O)=O	-1%	/	25	/	/	/	43%[activator]
O=C(O)C[C@@H]1CCN(C(=O)C2CCCCC2)C[C@@H]1CCN1CCOCC1	2%[87.6 µM]	-2%[172 µM]	11	0%[138 µM]	4%[172 µM]	-8%[88.5 µM]	1%[87.6 µM]
Cc1nc2scc(CC(=O)N3CCCC3)n2c(=O)c1-c1cc(C)n(-c2ccc(F)cc2)n1	0%	0%	29	-8%	-5%	-16%	-2%
CCOc1ccc(C2=CC(c3cc(Br)ccc3F)n3ncnc3N2)cc1Cl (configuration not stated)	?	/	2	/	/	/	-15%
CC(C)CCN1CCn2c(nn(-c3ccc([N+](=O)[O-])cc3)c2=O)C1	-11%[87.6 µM]	-3%[172 µM]	22	?	?	-15%[88.5 µM]	7%[87.6 µM]
C[S+](=O)([O-])N1CC2(Cc3ccccc3N(C(=O)Cc3ccc(F)cc3)C2)C1	5%	-2%	-6	-12%	?	-8%	1%
Clc1ccc(Cn2ccnc2-c2cc3n(n2)CCCNC3)cc1Cl	-28%	-6%	2	25µM*	?	5%	?
Cc1ccc(NC(=O)N2CCc3cc(S(=O)(=O)N4CCC(C)CC4)ccc32)cc1C	14%	/	34	/	/	/	14%
Cc1cccc(CN2CCN(CC(=O)NCc3ccc(Cl)cc3)C2=O)c1	16%	/	-2	/	/	/	-15%
COc1cccc(-c2nc3c(C#N)c[nH]n3c2NC2CCCC2)c1OC	-22%	/	-5	/	/	/	45%[activator]
Cc1cccc(CC(=O)N2CCC(Nc3cccn4ncnc34)CC2)c1	-3%	-3%	11	?	?	i	17%
COc1ccc(Cl)cc1C(=O)NC1CCN(c2cc(-c3cccs3)[nH]n2)CC1	-18%	-5%	9	7.9µM*	?	-18%	?
CN1Cc2ccc(NCc3ccccc3)nc2C(C)(C(=O)NCc2ccc3c(c2)OCO3)C1 (configuration not stated)	-14%	0%	0	?	?	-9%	?
CCOc1ccc(NC(=O)C(CC)n2c(=O)c(-c3ccccc3NC(C)=O)nc3ccccc32)cc1 (configuration not stated)	-1%	/	0	/	/	/	-4%
COc1ccc(C2c3c(-c4ccccc4O)n[nH]c3C(=O)N2CCc2ccccc2)cc1 (configuration not stated)	?	/	17	/	/	/	?
Cc1c(C(=O)N2CCC(C(=O)Nc3ccc(F)cc3)CC2)sc2nc[nH]c(=O)c12	-5%	/	-6	/	/	/	7%
Cc1ccc2c(=O)cc(C(=O)Nc3nnc(CC(C)C)s3)oc2c1C	8%	/	33	/	/	/	-5%

An excerpt of these results, with values under each structure.
The line under a structure holds: HEK293 viab	FLuc inh	IP6K1 inh	3T3 cytotox	HEK293 tox	GPT2 inhibitor	SNCA expr inh
Cc1cccc(CN2CCN(CC(=O)NCc3ccc(Cl)cc3)C2=O)c1
 : 16%	/	-2	/	/	/	-15%
COc1cccc(-c2nc3c(C#N)c[nH]n3c2NC2CCCC2)c1OC
 : -22%	/	-5	/	/	/	45%[activator]
Cc1cccc(CC(=O)N2CCC(Nc3cccn4ncnc34)CC2)c1
 : -3%	-3%	11	?	?	i	17%
COc1ccc(Cl)cc1C(=O)NC1CCN(c2cc(-c3cccs3)[nH]n2)CC1
 : -18%	-5%	9	7.9µM*	?	-18%	?
CN1Cc2ccc(NCc3ccccc3)nc2C(C)(C(=O)NCc2ccc3c(c2)OCO3)C1 (configuration not stated)
 : -14%	0%	0	?	?	-9%	?
CCOc1ccc(NC(=O)C(CC)n2c(=O)c(-c3ccccc3NC(C)=O)nc3ccccc32)cc1 (configuration not stated)
 : -1%	/	0	/	/	/	-4%
COc1ccc(C2c3c(-c4ccccc4O)n[nH]c3C(=O)N2CCc2ccccc2)cc1 (configuration not stated)
 : ?	/	17	/	/	/	?
Cc1c(C(=O)N2CCC(C(=O)Nc3ccc(F)cc3)CC2)sc2nc[nH]c(=O)c12
 : -5%	/	-6	/	/	/	7%
Cc1ccc2c(=O)cc(C(=O)Nc3nnc(CC(C)C)s3)oc2c1C
 : 8%	/	33	/	/	/	-5%

Going on with the list.
Structure	HEK293 viab	FLuc inh	IP6K1 inh	3T3 cytotox	HEK293 tox	GPT2 inhibitor	SNCA expr inh
COc1ccc2c(c1)CN(Cc1ccccc1)C(=O)CCN2CC(O)Cc1ccccc1 (configuration not stated)	/	/	0	?	79µM*	/	/
CCC1CN(C(=O)Nc2ccc(C(=O)O)cc2)c2cc(Cl)ccc2O1 (configuration not stated)	1%	/	1	/	/	/	-8%
CCCCCNC(=O)c1cc(-c2ccc(C(F)(F)F)cc2)nc2c1cnn2C	/	/	-6	?	?	/	/
CCOC(=O)c1sc2ncn(CC(=O)Nc3ccc(N(C)C)cc3)c(=O)c2c1C	4%	/	20	/	/	/	3%
Cc1ccc(C(=O)N2CCN(c3cc(C(F)(F)F)ncn3)CC2)c(C)c1	13%	0%	-8	?	?	4%	-10%

Assay outcomes as filed in PubChem.
